High-throughput results: PubChem BioAssay, The Scripps Research Institute Molecular Screening Center
TbREL1 inh – TbREL1 inhibition, primary screen | 89,000 tested, 0.49% active | inhibition, % at 9.66 µM | TbREL1 RNA ligation, FRET fluorescence;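 active = inhibition above the mean inhibition across all screened compounds plus 3 SD, cut at about 11% in these data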;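 note: 0% = plate median of test wells and 100% = NSC42067 control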
Target sequence (P86926 whole entry, looked up): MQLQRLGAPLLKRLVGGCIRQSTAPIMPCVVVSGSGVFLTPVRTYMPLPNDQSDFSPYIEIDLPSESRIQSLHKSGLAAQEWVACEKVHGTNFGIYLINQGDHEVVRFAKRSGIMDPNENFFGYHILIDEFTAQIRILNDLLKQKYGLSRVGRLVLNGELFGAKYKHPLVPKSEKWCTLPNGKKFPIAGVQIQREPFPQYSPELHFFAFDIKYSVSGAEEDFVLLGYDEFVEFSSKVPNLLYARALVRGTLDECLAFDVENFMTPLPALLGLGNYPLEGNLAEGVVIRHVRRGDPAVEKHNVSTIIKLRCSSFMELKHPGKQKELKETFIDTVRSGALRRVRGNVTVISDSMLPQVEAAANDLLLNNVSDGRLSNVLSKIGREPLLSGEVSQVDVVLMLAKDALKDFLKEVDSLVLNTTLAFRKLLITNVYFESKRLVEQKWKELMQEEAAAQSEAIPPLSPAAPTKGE
* hit, by the source's call. Not all compounds are listed. The share of hits here may be higher or lower than overall.

SMILES	TbREL1 inh
CCOC(=O)c1nnc(-c2ccccc2)nc1NCc1ccc(Cl)cc1	6
CN(C)c1ccc2c3c(ccc(N(C)C)c13)C(=O)OC2	-4
Cc1cc(C(=O)Nc2ccc3c(c2)OCO3)no1	5
NC(=O)CC(NC(=O)Cc1ccc(Cl)cc1)c1ccc(NC2CC3CCC2C3)c([N+](=O)[O-])c1 (configuration not stated)	7
O=C(C1CCC(=O)N1Cc1cccnc1)N1CCN(c2ccc(F)cc2)CC1 (configuration not stated)	-4
C=CC[C@@H](CC(=O)N[C@H](CO)Cc1ccccc1)C(=O)N[C@H](COC(=O)[C@@H](CC=C)Cc1ccc(F)cc1)Cc1ccccc1	0
COc1nnc(OC)c2ccccc12	-3
Cc1ccc(NC(=O)c2cc(-c3cccs3)on2)cc1	2
CCn1c(SCC(=O)c2cccs2)nnc1-c1ccco1	4
Cc1nc2ccccc2n1CC(=O)c1ccc(O)c(O)c1	16*
O=C1CC[C@@]23CCCN2C(=O)CCCC3C1 (some centres not stated)	0
O=C(O)C1CCCCC1C(=O)OCCCCOC(=O)C1CCCCC1C(=O)O (configuration not stated)	6
COC(=O)C1CC2=C(CC(C)(C)CC2=O)N(c2ccccc2)C1=O (configuration not stated)	2
CCOC(=O)CC1CCCCN1C(=O)CCCn1nnnc1CN1CCC(C)CC1 (configuration not stated)	-1
O=C(N[C@H](C(=O)N1CCC[C@H]1C(=O)NCCc1ccccc1Cl)C1CCCCC1)c1ccccc1	-2
C[C@@H]1CC=C[C@H]2[C@H]1C(=O)N(Cc1ccccc1)[C@H]2c1ccc2ccccc2c1Br	0
COc1cccc(C(CC2=CCCCC2)NC(=O)C(F)(F)F)c1 (configuration not stated)	-3
CCOc1ccc(NC(=O)COc2ccc(C(=O)NCCc3ccccc3)cc2)cc1	-3
CCCCn1c(SCC(=O)N2CCC(C(=O)OCC)CC2)nc2cc(S(N)(=O)=O)ccc21	-3
N#Cc1cccnc1Nc1cccc(Cl)c1	7
Cc1nc2cc(-c3cccc(F)c3)nn2c(N2CCN(C(=O)c3ccco3)CC2)c1C	8
Cc1cccc(C(=O)NCCNC(=O)c2ccco2)c1	2
CC1(C)CC(=O)C2=C(C1)Nc1[nH]n(-c3ccccc3)c(=O)c1C2c1ccc2c(c1)OCO2 (configuration not stated)	-5
CCOC(=O)N1CCN(c2c(NCCc3ccc(C)cc3)c(=O)c2=O)CC1	2
COc1ccc(C(NC(=O)c2cccc(F)c2)c2ccccc2)cc1 (configuration not stated)	-1

Retrieved by compound from above:
SMILES	TbREL1 inh
C[C@@H]1CC=C[C@H]2[C@H]1C(=O)N(Cc1ccccc1)[C@H]2c1ccc2ccccc2c1Br	0
COc1nnc(OC)c2ccccc12	-3
Cc1cccc(C(=O)NCCNC(=O)c2ccco2)c1	2
CCOC(=O)N1CCN(c2c(NCCc3ccc(C)cc3)c(=O)c2=O)CC1	2
Cc1cc(C(=O)Nc2ccc3c(c2)OCO3)no1	5

With a hit mark in TbREL1 inh, of those listed so far:
SMILES	TbREL1 inh
Cc1nc2ccccc2n1CC(=O)c1ccc(O)c(O)c1	16*

More compounds follow.
SMILES	TbREL1 inh
O=C(NCc1cccs1)C1CCN(c2nc3ccccc3o2)CC1	5
C#Cc1cccc(NC(=O)C2CCN(C(C)=O)CC2)c1	2
CC(OC(=O)Cc1coc2ccc3ccccc3c12)C(=O)Nc1ncc(Cl)cc1Cl (configuration not stated)	-1
CC(NC(=O)COc1ccc(S(=O)(=O)N2CCOCC2)cc1)c1ccccc1 (configuration not stated)	-1
Cc1c(NC(=O)C(C)Sc2ccccc2)c(=O)n(-c2ccccc2)n1C (configuration not stated)	4
O=C(NCCCO)C(=O)NCCc1ccc(Cl)cc1	6
CCC(=O)n1nc(-c2ccccc2)nc1NCc1ccccc1	4
COc1ccc(C(=O)NC(C)c2ccc(-n3ccnc3)cc2)cc1[N+](=O)[O-] (configuration not stated)	-1
CCCCNC(=O)c1cc2c(C)cc(C)cc2[nH]1	-1
Cc1ccc(NC(=O)C(C)N2C(=O)C3CC=C(Cl)CC3C2=O)cc1 (configuration not stated)	1
C[C@@H]1COc2cc(Br)ccc2S(=O)(=O)N1Cc1cn(CCC2OCCO2)nn1	0
CN1CCN(C(=O)Cn2c(C(F)(F)F)nc3ccccc32)CC1	6
FC(F)(F)c1nnc2c(Sc3ccccc3)nc3ccccc3n12	-1
CN(C(=O)CC(NC(=O)c1ccccc1)(c1ccccc1)c1ccccc1)c1ccccc1	0
O=C(NCC(F)(F)F)c1ccc(S(=O)(=O)N2CCN(C(=O)C3CCCO3)CC2)cc1 (configuration not stated)	5
CC(=O)Nc1ccc(NC(=O)c2ccccc2N(C)S(C)(=O)=O)cc1	4
C=CCn1c(SCc2csc(C)n2)nc2sc3c(c2c1=O)CCCCC3	5
Cc1cccc(C)c1-n1c(C)cc(/C=C2\NC(=O)NC2=O)c1C	-4
COc1ccccc1Oc1c(C)oc2c(CN3CCOCC3)c(O)ccc2c1=O	-2
C=CCN([C@@H](CC(C)C)C(=O)OC)S(=O)(=O)N(CC=C)[C@@H](CC(C)C)C(=O)OC	-1
CC1CCN(C(=O)C2CCN(C(=O)c3cc4sccc4n3Cc3ccc(F)cc3)CC2)CC1	-2
COc1ccc2c(CC(=O)OCC(=O)NC(N)=O)coc2c1	2
COc1ccc(NS(=O)(=O)c2cc(NC(=O)c3cnc(C)cn3)ccc2N2CCCCC2)cc1	-4
Cc1cc(C(=O)N/N=C\C(Br)=C\c2ccccc2)c(C)o1	0
N#CCCn1nc(-c2ccc(Cl)cc2)cc1Nc1ccccc1NC(=O)C(F)(F)F	-2

(cont.)
SMILES	TbREL1 inh
CS(=O)(=O)N1CCN(c2ccccc2[N+](=O)[O-])CC1	3
CCC(=O)NC(Nc1sc2c(c1C(=O)OC)CCCC2)(C(F)(F)F)C(F)(F)F	-1
Clc1ccccc1-c1nn2c(-c3ccccn3)nnc2s1	7
Cc1cc2ccccn2c1C(=O)c1ccc(S(=O)(=O)N(C)C)cc1	-2
Cc1ccc(S(=O)(=O)NCC(=O)OCC(=O)c2ccc(Br)s2)cc1	6
COc1ccc(CC(=O)Oc2ccc(Cl)cc2Br)cc1S(=O)(=O)N1CCOCC1	-4
O=C(c1ccccc1)N1CCCOC1c1ccccc1 (configuration not stated)	1
C[C@@H]1CN([C@H](C)CO)C(=O)CCCn2nncc2CO[C@@H]1CN(C)C(=O)C1CC1	-1
COc1cccc2cc(C(=O)NCCN3CCOCC3)oc12	1
Cc1ccc(C)c(S(=O)(=O)N2CCCOC2CNC(=O)C(=O)NC2CCCCC2)c1 (configuration not stated)	1
COc1ccc(OCCn2c(C)nc3ccccc32)cc1	2
COc1ccc(C(=O)NCC(=O)OCC(=O)c2ccc(Cl)cc2)cc1OC	2
COc1cc(NC(=O)C[n+]2ccc(C(=O)c3ccccc3)cc2)cc(OC)c1	5
COc1ccc(C(NC(=O)/C=C\c2ccco2)c2ccc(OC)c(OC)c2)cc1 (configuration not stated)	-2
CN(C(=O)c1cccc(NC(=O)Cc2ccc(NC(=O)C3CCCN(C(=O)C4CCC4)C3)cc2)c1)C1CCCCC1 (configuration not stated)	-1
CCOC(=O)Nc1ccc2c(CN(C)Cc3ccc(F)cc3)cc(=O)oc2c1	1
COC(=O)c1ccccc1COn1c(=O)c(C)[n+]([O-])c2ccccc21	-1
COc1ccc2[nH]c(C(=O)N3CCc4ccccc4C3)c(C)c2c1	-1
Cc1ccc(-c2[nH][nH]c(=O)c(=O)c2N=Nc2ccccc2)cc1	-1
COc1ccc(-c2nc3c4ccccc4ccn3c2Cc2cccc(Cl)c2)cc1OC	4
CC1CCN(CCCN2C(=O)C3C(C(=O)Nc4cccc(Cl)c4)C4C=CC3(O4)C2C(=O)NC2CCCCC2)CC1 (configuration not stated)	-2
CN(CC(=O)Nc1ccc(F)c(F)c1)S(=O)(=O)c1cccc2cccnc12	-2
CC(C)(O)[C@@H]1CC[C@@](C)(C2CC[C@]3(C)C2[C@H](O)CC2[C@@]4(C)CC[C@H](O)C(C)(C)C4[C@@H](O[C@H]4O[C@@H](CO)[C@H](O)[C@@H](O)[C@@H]4O[C@@H]4O[C@H](CO)[C@@H](O)[C@H](O)[C@H]4O)C[C@]23C)O1 (stereo in doubt)	3
CC(=O)CCN1CCSCCS1(=O)=O	3
CC(=O)c1cccc(NC(=O)NNC(=O)c2ccc3ccccc3c2)c1	0

Of the compounds above, 7 contain a thiophene ring, fused or not.
SMILES	TbREL1 inh
Cc1ccc(NC(=O)c2cc(-c3cccs3)on2)cc1	2
CCn1c(SCC(=O)c2cccs2)nnc1-c1ccco1	4
O=C(NCc1cccs1)C1CCN(c2nc3ccccc3o2)CC1	5
C=CCn1c(SCc2csc(C)n2)nc2sc3c(c2c1=O)CCCCC3	5
CC1CCN(C(=O)C2CCN(C(=O)c3cc4sccc4n3Cc3ccc(F)cc3)CC2)CC1	-2
CCC(=O)NC(Nc1sc2c(c1C(=O)OC)CCCC2)(C(F)(F)F)C(F)(F)F	-1
Cc1ccc(S(=O)(=O)NCC(=O)OCC(=O)c2ccc(Br)s2)cc1	6

(listing goes on)
SMILES	TbREL1 inh
O=C(NCc1ccc2c(c1)OCO2)c1ccc2c(c1)C(=O)N(CC1CCCO1)C2=O (configuration not stated)	-2
CCC(C)(C)n1nnnc1C(c1ccc(N(C)C)cc1)N1CCN(C2CCCCC2)CC1 (configuration not stated)	-3
CCN(CC)c1nc(-c2ccc(Cl)cc2)cc(C(F)(F)F)c1C#N	4
Cc1cc(NC(=O)c2ccc(NS(=O)(=O)c3ccccc3)cc2)no1	1
CC(=O)Oc1cc(C(=O)OCC(=O)NC23CC4CC(CC(C4)C2)C3)cc(OC(C)=O)c1OC(C)=O	12*
O=C(NC(=S)NC1CCS(=O)(=O)C1)c1ccccc1F (configuration not stated)	-2
COc1ccc(C)cc1NC(=O)C1CCC(CNc2c(N3CCOCC3)c(=O)c2=O)CC1 (configuration not stated)	-1
COc1cccc(Nc2c(Nc3cccc(OC)c3)c(=O)c2=O)c1	-1
CSc1ccc(CN(C)C(=O)CNC(=O)c2ccc3c(c2)OCO3)cc1	-2
COc1ccc(C(C(=O)NC2CCCC2)N(C(=O)c2snc(-c3ccc(F)cc3)c2N)c2cccc(F)c2)cc1 (configuration not stated)	0
COC(=O)c1ccccc1N=Nc1c(N)n[nH]c1N	-1
CCOC(=O)CC(=O)NC(CC(=O)OC)c1ccc(C(C)C)cc1 (configuration not stated)	0
O=Nc1c(O)n(Cc2ccc(Cl)cc2)c2ccccc12	5
O=C(Nc1cccc(-c2cn3cccnc3n2)c1)c1cccs1	5
COc1ccc(CNC(=O)CC2C[C@H](C(=O)N3CCOCC3)[C@@]3(CCC4CCCC4)c4[nH]c5ccccc5c4CCN3C2=O)cc1OC (some centres not stated)	1
O=C(NCC(F)(F)F)c1cc2c(c(-c3cccc(-c4ccccc4F)c3)n1)[C@@H](CCO)N(C(=O)CC1CC1)C2	1
CCCCCCNS(=O)(=O)c1ccc(OC)c(OC)c1	-1
O=C(N/N=C(\Cc1ncc[nH]1)c1ccccc1)c1cccnc1	0
CCOc1ccc(C(=O)N2CCC(C(=O)c3ccc4c(c3)OCCO4)CC2)cc1	0
COc1cccc(CNC(=O)C2CC(=O)N(c3ccc4c(c3)OCCO4)C2)c1 (configuration not stated)	-1
COc1ccc(CCNC(=O)C/C(C)=N/NC(=O)C(c2ccccc2)c2ccccc2)cc1OC	4
COc1cccc(OCC(O)CN2C(C)CCCC2C)c1 (configuration not stated)	1
COc1cc2c(cc1OC)C(c1cc3cc(OC)c(OC)cc3[nH]c1=O)N(C(=O)C1CC1)CC2 (configuration not stated)	-1
O=C(NCC1CCCO1)c1ccc(CS(=O)(=O)c2c(Cl)cccc2Cl)o1 (configuration not stated)	-1
Cc1ccc(S(=O)(=O)N2CCOCC2)cc1NC(=O)CSc1n[nH]c(N)n1	4

Among those listed so far, 3 contain a cyano group.
SMILES	TbREL1 inh
N#Cc1cccnc1Nc1cccc(Cl)c1	7
N#CCCn1nc(-c2ccc(Cl)cc2)cc1Nc1ccccc1NC(=O)C(F)(F)F	-2
CCN(CC)c1nc(-c2ccc(Cl)cc2)cc(C(F)(F)F)c1C#N	4

Continued:
SMILES	TbREL1 inh
O=C(O)c1ccc(CN2CCOCC2)o1	-1
COc1ccc(CNC(=O)N2CCN(c3ccccc3OC)CC2)cc1	-3
CCc1ccc(C(=O)CSc2nc3ccccc3c(=O)[nH]2)cc1	1
COC(=O)c1ccc(NC(=O)CCN2CCCCC2)cc1	0
Cc1ccc(S(=O)(=O)n2cc(-c3ccccc3)c3ccccc32)cc1	5
COc1ccc(N2CCN(C(=O)CSc3nnc4n3C(C)(C)Cc3ccccc3-4)CC2)cc1	-8
COc1cc(C2C(C#N)=C(N)N(Nc3ccccc3)C3=C2C(=O)CC(C)(C)C3)ccc1OCc1cccc(F)c1 (configuration not stated)	-2
COc1ccc(NC(=S)N/N=C2/CCCc3c(C)cc(C)cc32)cc1	-1
Cc1ccc(NC(=O)c2ccc3snnc3c2)cc1	8
COc1c(C)cc(NC(=O)c2ccc3c(c2)NC(=O)CO3)cc1C	0
COc1cc(CC(=O)Nc2nc(C)cs2)cc(OC)c1OC	-2
Cc1cc(CN(C)C(=O)c2ccc(OC3CCN(Cc4ccccn4)CC3)cc2)on1	0
Nn1c(SCC(=O)N2CCOCC2)nnc1-c1cc(-c2ccc(F)cc2)n[nH]1	4
O=C(c1ccc(N2CCOCC2)c([N+](=O)[O-])c1)N1CCN(Cc2ccccc2)CC1	-1
CSCC[C@@H](CO)NC(=O)[C@H]1O[C@@H](n2ccc(N)nc2=O)[C@H](O)[C@@H]1O	-2
c1ccc(Nc2ccccn2)nc1	5
C#CCO[C@@H]1C[C@H](n2ccc(NC(=O)c3ccccc3)nc2=O)O[C@@H]1CO	0
Cc1cc(C)c(-c2noc(C(=O)OC(C)(C)C)c2C(=O)OC(C)(C)C)c(C)c1	3
O=C(OCC#CCSc1nnc(-c2cccc3ccccc23)o1)c1ccc(F)cc1F	-2
Cc1cccc(OCC(=O)OC2CCN(C)CC2)c1	2
